Bioassay records as filed in PubChem.
RGS4-Gao reg: modulators of RGS4 binding to Galphao, primary screen, biochemical, multiplexed bead flow cytometry. binding response (% of control), % at 10 µM. Guanine nucleotide-binding protein G(o) subunit alpha (Homo sapiens), P09471. 220,000 tested, 0.33% active. AID 1415, 2008. actives lie on both sides; in the data active = binding response below about 49% or above about 150%; inactive = in between;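 also: fluorescent Galphao activated with aluminum fluoride binding bead-coupled RGS4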
Target sequence (P09471 whole entry, looked up): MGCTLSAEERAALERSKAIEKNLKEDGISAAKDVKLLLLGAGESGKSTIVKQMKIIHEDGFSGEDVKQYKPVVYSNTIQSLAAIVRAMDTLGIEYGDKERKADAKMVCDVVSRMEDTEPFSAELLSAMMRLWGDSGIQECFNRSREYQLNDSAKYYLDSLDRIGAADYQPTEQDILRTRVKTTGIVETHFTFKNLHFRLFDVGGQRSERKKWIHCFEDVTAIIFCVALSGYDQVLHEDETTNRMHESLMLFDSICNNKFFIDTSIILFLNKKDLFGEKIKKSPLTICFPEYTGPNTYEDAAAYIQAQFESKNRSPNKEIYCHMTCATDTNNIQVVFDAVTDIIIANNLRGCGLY
Bim-Bcl-W: inhibitors of Bim binding to Bcl-W, primary screen, biochemical, multiplexed, bead-based flow cytometry. Bcl-2-like protein 2 (Homo sapiens), Q92843. Bim peptide-Bcl-W binding. inhibition, % at 10 µM. 190,000 tested, 0.02% active. AID 952, 2007;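 also: 0% = bound tracer without compound and 100% = peptide blocker; higher means less fluorescent Bim peptide bound to Bcl-W beads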
Target sequence (Q92843 whole entry, looked up): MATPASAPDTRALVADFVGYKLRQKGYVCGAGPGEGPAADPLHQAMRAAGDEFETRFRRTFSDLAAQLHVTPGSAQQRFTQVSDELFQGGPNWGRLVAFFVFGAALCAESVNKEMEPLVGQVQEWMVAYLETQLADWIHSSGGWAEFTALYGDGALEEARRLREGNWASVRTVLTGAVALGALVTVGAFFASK
Bim-Bfl-1: inhibitors of Bim binding to Bfl-1, primary screen, biochemical, multiplexed, bead-based flow cytometry. 190,000 tested, 0.12% active. inhibition, % at 10 µM. AID 1008, 2008. Bim-Bfl-1 binding inhibition;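 also: 0% = wells without compound plus tracer and 100% = blocker peptide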
ABCG2 inh: ABCG2 efflux pump inhibitors, primary screen, multiplex with ABCB1, IgMXP3 cells, flow cytometry; inhibition, % at 6.6 µM; 190,000 tested, 0.1% active; JC-1 efflux; Broad substrate specificity ATP-binding cassette transporter ABCG2 (Homo sapiens), Q9UNQ0; AID 1325, 2008;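 active = inhibition above 80%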;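 also: 0% = DMSO and 100% = nicardipine control wells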
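Times: 10 min at 25 °C | Test system: Two drug-resistant human cell lines, ABCG2 and ABCB1 | Quantity: 3 million cells/mL final, two lines in 1:1 ratio | Signal: Flow cytometry, 530 nm JC-1 signal | Dosing: Compound at 6.6 µM | Controls: Nicardipine and DMSO wells | Reagent: JC-1 as fluorescent efflux pump substrate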
RGS8-Gao: RGS8-Galphao binding modulators, primary screen, biochemical, multiplexed bead flow cytometry; response (percent of control binding), % at 10 µM; actives lie on both sides; 220,000 tested, 0.34% active; Guanine nucleotide-binding protein G(o) subunit alpha (Homo sapiens), P09471; AID 1423, 2008; in the data active = response below about 60% or above about 140%; inactive = in between;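 also: Galphao activated as the GDP aluminium fluoride complex binding bead-coupled RGS8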
RGS7-Gao reg: RGS7-Galphao binding modulators, primary screen, biochemical, multiplexed bead flow cytometry | Guanine nucleotide-binding protein G(o) subunit alpha (Homo sapiens), P09471 | actives lie on both sides | binding response (% of control), % at 10 µM | 220,000 tested, 0.35% active | AID 1439, 2008; in the data active = binding response below about 49% or above about 150%; inconclusive = no clear call, values can overlap the other calls; inactive = in between;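 also: fluorescent Galphao held in activated GDP-AlF4 state binding bead-coupled RGS7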
Bcl-B Bim block: inhibitors of Bim-Bcl-B binding, primary screen, biochemical, multiplexed, human Bcl-2 family; Bcl-2-like protein 10 (Homo sapiens), Q9HD36; bead-based flow cytometry, Bim peptide-Bcl-B binding; inhibition, % at 10 µM; 190,000 tested, 0.073% active; AID 951, 2007;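 also: 0% = tracer peptide without compound and 100% = reference inhibitor peptide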
ABCB1 inh: ABCB1 efflux pump inhibitors, primary screen, cell-based, multiplex, flow cytometry, ABCG2 counter-screen. inhibition, % at 6.6 µM. CCRF-Adr cells, JC-1 efflux. 190,000 tested, 0.067% active. ATP-dependent translocase ABCB1 (Homo sapiens), P08183. AID 1326, 2008; in the data active = inhibition above about 40%;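 also: 0% = vehicle and 100% = reference inhibitor; higher value means more JC-1 retained so stronger ABCB1 efflux block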
Bim-Bcl-2: inhibitors of Bim-Bcl-2 binding, primary screen, biochemical, multiplexed, human Bcl-2 family. Bead-based flow cytometry, Bim peptide-Bcl-2 binding. inhibition, % at 10 µM. 190,000 tested, 0.06% active; in the data active = inhibition above about 40%; inconclusive = no clear call, values can overlap the other calls;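 also: 0% = no compound wells with probe peptide and 100% = reference peptide inhibitor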
Target sequence (P10415 whole entry, looked up): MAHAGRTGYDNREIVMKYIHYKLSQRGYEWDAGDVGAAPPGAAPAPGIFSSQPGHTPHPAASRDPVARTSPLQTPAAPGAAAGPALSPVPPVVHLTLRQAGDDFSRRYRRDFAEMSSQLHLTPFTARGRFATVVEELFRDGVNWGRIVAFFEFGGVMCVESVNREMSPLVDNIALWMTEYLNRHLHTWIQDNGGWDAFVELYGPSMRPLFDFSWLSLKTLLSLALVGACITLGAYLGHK
Bcl-XL Bim block: inhibitors of Bim-Bcl-XL binding, primary screen, biochemical, multiplexed, bead flow cytometry, human Bcl-XL; inhibition, % at 10 µM; 190,000 tested, 0.04% active; Bim peptide-Bcl-XL binding, fluorescence
Target sequence (Q07817 whole entry, looked up): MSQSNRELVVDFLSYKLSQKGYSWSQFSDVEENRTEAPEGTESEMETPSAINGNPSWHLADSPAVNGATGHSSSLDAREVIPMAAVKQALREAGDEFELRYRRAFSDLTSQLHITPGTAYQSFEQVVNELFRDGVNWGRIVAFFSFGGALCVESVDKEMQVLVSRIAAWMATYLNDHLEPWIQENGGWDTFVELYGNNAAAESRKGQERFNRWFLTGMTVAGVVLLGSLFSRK
GSH fluor: compound fluorescence on glutathione beads, profiling panel, artefact control, biophysical, 488/530 nm, flow cytometry | 190,000 tested, 0.25% active | fluorescence (KMESF) at 10 µM | GSH beads flow cytometry, compound fluorescence 488/530 nm; active compounds read high; in the data active = fluorescence above about 89;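 also: glutathione beads carrying GST-tagged Bcl family fusion proteins plus one bare bead set; values are compound well signal with DMSO vehicle wells as background; inactives centre near 16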
Starred values were filed as active, the others as inactive; ? = inconclusive. Rule as the data show it, unless noted: active = inhibition above about 40%.

SMILES | RGS4-Gao reg | Bim-Bcl-W | Bim-Bfl-1 | ABCG2 inh | RGS8-Gao | RGS7-Gao reg | Bcl-B Bim block | ABCB1 inh | Bim-Bcl-2 | Bcl-XL Bim block | GSH fluor
CCOC(=O)c1cc(CC)sc1NC(=O)c1cccc(N2C(=O)CCC2=O)c1 | 101 | -6 | -6 | 15 | 101 | 100 | -9 | 1.8 | -3 | -10 | 13
Nc1ccccc1SC1CC(=O)N(Cc2ccccc2)C1=O (stereo not given) | 101 | -2 | -8 | 5 | 102 | 102 | -7 | 0.5 | -2 | -6 | 22
Cc1c(C(=O)COC(C)(C)C)[nH]c2ccccc12 | 100 | 0 | 0 | 5 | 96 | 102 | 3 | 0.6 | 1 | 3 | 29
COc1cccc(-n2c(CN3CCN(Cc4ccccc4)CC3)nc3ccc([N+](=O)[O-])cc3c2=O)c1 | 104 | -1 | 0 | 14 | 103 | 102 | -4 | 8.0 | 3 | -2 | 4
c1ccc2[nH]c(SN3CCOCC3)nc2c1 | 102 | -5 | -8 | 0 | 100 | 103 | -15 | 0.0 | -6 | -4 | 26
Cc1ccc(NC(=O)CSC2=NN3CCCC(=O)N=C3S2)c(C)c1 | 118 | 5 | 6 | -1 | 115 | 121 | 4 | -0.2 | 5 | 2 | 17
O=C(CCc1ccccc1)Nc1cccc([N+](=O)[O-])c1 | 102 | 0 | -6 | 20 | 98 | 99 | -7 | 0.5 | -2 | -4 | 24
O=C(NC(CC(=O)N1CCN(c2ccc([N+](=O)[O-])cc2)CC1)c1ccccc1)c1ccccc1Cl (stereo not given) | 114 | -3 | 0 | 50 | 112 | 113 | -2 | 3.1 | -4 | -6 | 10
CCCN1CNC(=S)N(c2ccccc2C)C1 | 103 | -4 | -5 | 1 | 103 | 104 | -7 | 0.2 | -3 | -2 | 16
COc1ccc(/C(N)=N/O)c(OC)c1 | 94 | 1 | -2 | -1 | 97 | ? | 1 | -0.5 | -2 | 0 | 12
S=c1[nH]nc(-c2ccncc2)n1/N=C/c1cccc2ccccc12 | 96 | -2 | 13 | -7 | 92 | 103 | -58 | -0.8 | 3 | 0 | 8
Cc1cc2ccccc2n1CCNC(=O)c1ccc(S(=O)(=O)N2CCCCC2)cc1 | 101 | 2 | -8 | 2 | 99 | 102 | -6 | -0.1 | -5 | -2 | 27
O=C(Cn1cnc2c(cnn2-c2ccccc2)c1=O)NCc1ccccc1 | 98 | 0 | -11 | 1 | 99 | 97 | -9 | 0.2 | -9 | -8 | 46
CC(C)CC1=NN(C(=O)c2ccncc2)C(O)(C(F)(F)F)C1 (stereo not given) | 93 | -3 | -1 | 6 | 102 | 92 | -8 | 0.2 | 0 | -8 | 10
Cc1ccc(C)c2[nH]c(=O)c(C(c3nnnn3C(C)(C)C)N3CC=C(c4ccc(F)cc4)CC3)cc12 (stereo not given) | 101 | 2 | 0 | 3 | 100 | 99 | -1 | 1.6 | 1 | -2 | 6
CCO[C@H]1OC(C(=O)NCc2ccccc2)=C[C@@H](c2ccc(C(F)(F)F)cc2)[C@@H]1CCCO | 97 | -2 | -5 | 12 | 99 | 99 | -5 | 2.1 | -3 | -5 | 20
Cc1ccc(-n2c(=S)[nH]c3sc4c(c3c2=O)CCC4)cc1 | 103 | -4 | -4 | 0 | 97 | 101 | -11 | -0.2 | -1 | -11 | 17
Cc1ccc(C(=O)NCCc2ccc(F)cc2)s1 | 100 | 0 | -2 | 11 | 99 | ? | -1 | 0.0 | 1 | 0 | 19
CC12CCC(C(=O)NC(c3ccccc3)c3ccccc3)(OC1=O)C2(C)C (stereo not given) | 104 | 0 | 0 | 1 | 98 | 107 | -2 | 1.3 | -4 | 0 | 16
CCc1nnc(NC(=O)c2ccc(N(C)S(=O)(=O)c3ccccc3)cc2)s1 | 102 | 24 | 6 | 2 | 94 | 101 | 5 | -0.1 | 2 | 4 | 10

In the list so far, these contain an NH in an aromatic ring:
SMILES | RGS4-Gao reg | Bim-Bcl-W | Bim-Bfl-1 | ABCG2 inh | RGS8-Gao | RGS7-Gao reg | Bcl-B Bim block | ABCB1 inh | Bim-Bcl-2 | Bcl-XL Bim block | GSH fluor
Cc1c(C(=O)COC(C)(C)C)[nH]c2ccccc12 | 100 | 0 | 0 | 5 | 96 | 102 | 3 | 0.6 | 1 | 3 | 29
c1ccc2[nH]c(SN3CCOCC3)nc2c1 | 102 | -5 | -8 | 0 | 100 | 103 | -15 | 0.0 | -6 | -4 | 26
S=c1[nH]nc(-c2ccncc2)n1/N=C/c1cccc2ccccc12 | 96 | -2 | 13 | -7 | 92 | 103 | -58 | -0.8 | 3 | 0 | 8
Cc1ccc(C)c2[nH]c(=O)c(C(c3nnnn3C(C)(C)C)N3CC=C(c4ccc(F)cc4)CC3)cc12 (stereo not given) | 101 | 2 | 0 | 3 | 100 | 99 | -1 | 1.6 | 1 | -2 | 6
Cc1ccc(-n2c(=S)[nH]c3sc4c(c3c2=O)CCC4)cc1 | 103 | -4 | -4 | 0 | 97 | 101 | -11 | -0.2 | -1 | -11 | 17

Additional entries
SMILES | RGS4-Gao reg | Bim-Bcl-W | Bim-Bfl-1 | ABCG2 inh | RGS8-Gao | RGS7-Gao reg | Bcl-B Bim block | ABCB1 inh | Bim-Bcl-2 | Bcl-XL Bim block | GSH fluor
O=C1c2ccccc2C(=O)N1CN(C(=O)COc1ccc(Cl)cc1Cl)c1cccc(F)c1 | 102 | 2 | -5 | 20 | 101 | 101 | 16 | 0.6 | 0 | -2 | 8
CC(C)C(=O)Nc1ncc(Cc2cccc(Cl)c2)s1 | 100 | -1 | -8 | 4 | 102 | ? | -9 | 1.2 | -9 | -2 | 17
COC(=O)[C@@H]1CC[C@H](C)[C@@H](c2ccc(C)cc2)N1C(=O)c1ccc(/C=N/OC[C@@H](O)[C@H]2O[C@@H]3OC(C)(C)O[C@@H]3[C@H]2O)cc1 | 100 | -4 | 0 | -4 | 102 | 104 | -6 | 2.2 | -1 | -4 | 17
COc1ccc(NC(=O)c2ccc(S(=O)(=O)N(C)C)cc2)cc1OC | 97 | 1 | -12 | 11 | 86 | 100 | -15 | -0.2 | -16 | -6 | 45
CCCc1[nH]nc2c1C(c1cn[nH]c1-c1ccc(F)cc1)C(C#N)=C(N)O2 (stereo not given) | 98 | -1 | -6 | 18 | 96 | 96 | -2 | 0.4 | -3 | -6 | 16
COc1ccc(N2CC(C)(C)C2=O)cc1 | 100 | 0 | -4 | 1 | 103 | 101 | 0 | 0.1 | -4 | 0 | 11
COC(=O)c1ccc(CN2CCN(C3CCCCC3)C(CCO)C2)cc1 (stereo not given) | 106 | -2 | -8 | 1 | 106 | 116 | -5 | 0.0 | -3 | -4 | 14
COc1ccc(C2=CSC3=NCCN23)cc1F | 99 | 2 | -2 | 0 | 91 | 100 | -2 | 0.1 | -2 | 2 | 17
COCCCn1c(Cc2csc(Nc3ccc(F)cc3)n2)nnc1SCC(N)=O | 99 | 4 | -13 | 3 | 99 | 99 | -8 | 0.4 | -9 | -12 | 52
Cc1ccc(-n2nc(C)c3c(-c4cccs4)c(C#N)c(N)nc32)cc1 | 99 | 0 | 0 | 5 | 93 | 96 | -3 | 1.5 | -1 | 1 | 19
N#Cc1cc(C(=O)c2cc(Cl)ccc2O)cn(-c2ccccc2)c1=O | 101 | -4 | 0 | 7 | 100 | 100 | -5 | 1.7 | -2 | -5 | 9
CCC(C)C(NC(=O)c1ccc(Cl)cc1Cl)C(=O)O (stereo not given) | 98 | -2 | 0 | 0 | 99 | 94 | -4 | 0.4 | 1 | -5 | 10
CCCN(CCC)CC(O)CN1C(=O)NC(C)(C)C1=O (stereo not given) | 100 | 3 | -2 | 1 | 102 | 99 | -2 | 0.8 | 3 | 3 | 22
CC1Cc2ccccc2N1C(=O)CSc1nnnn1C1CCCC1 (stereo not given) | 104 | -3 | -15 | 13 | 107 | 105 | -3 | 0.2 | -7 | -7 | 34
O=C(CS(=O)CC(=O)N(CC(=O)NC1CCCC1)C1CCCCC1)Nc1ccc(F)cc1 (stereo not given) | 103 | 0 | -15 | 45 | 104 | 102 | -6 | 1.3 | -13 | -5 | 22
O=C(C1CC1)N1CCc2cc(Br)cc(S(=O)(=O)NCc3ccc4c(c3)OCO4)c21 | 98 | 0 | -2 | 18 | 99 | 102 | -2 | 1.4 | -3 | -4 | 29
Cn1c(=O)c2c(nc(NCc3cccnc3)n2Cc2ccc(Cl)cc2)n(C)c1=O | 109 | -1 | -5 | 11 | 102 | 108 | -4 | 1.6 | -2 | -1 | 57
O=C(NCc1ccco1)c1ccc(S(=O)(=O)N2CCCc3ccccc32)cc1 | 80 | 0 | 1 | 8 | 77 | 89 | 0 | 0.9 | -1 | -14 | 43
CCOC(=O)C1=C(C)C2C3C(=O)N(c4ccc(C)cc4C)C(=O)C3C1(C)C1C(=O)N(c3ccc(C)cc3C)C(=O)C21 (stereo not given) | 105 | -3 | -3 | 10 | 103 | 104 | -7 | 19 | -5 | -8 | 4
Nc1c(C(=O)Nc2ccc(S(=O)(=O)N3CCCC3)cc2)sc2nc3cc4c(cc3cc12)CCC4 | 94 | -3 | -2 | -8 | 102 | 96 | -14 | -0.3 | -5 | -11 | 13
Cc1ccccc1NC(=O)C1CC(=O)OC12CCOC(C)(C)C2 (stereo not given) | 100 | -6 | -8 | 0 | 100 | 102 | -11 | 0.3 | -4 | -10 | 14
CC(=O)Oc1ccc2oc(=O)c3c(c2c1)CCCN3C(=O)CN1CCOCC1 | 98 | -1 | -2 | 1 | 101 | 97 | -3 | -0.1 | -2 | -3 | 14
O=C(N/N=C/c1ccc(Cl)cc1)Nc1ccccc1 | 106 | -2 | -2 | 1 | 105 | 104 | -1 | 0.2 | -2 | -1 | 21
CCC(C)Sc1nc2c(c(=O)[nH]1)C(c1cccs1)C1=C(CCCC1=O)N2 (stereo not given) | 94 | 5 | 0 | 0 | 104 | 96 | 1 | -0.1 | 2 | 1 | 21
CC1(C)Cc2c(sc(NC(=O)c3ccco3)c2C(=O)O)CO1 | 101 | 0 | -13 | 0 | 101 | 98 | -9 | 0.1 | -12 | -19 | 33
CCOc1ccc(C(C)=O)cc1CSC(=N)N | 103 | -2 | -6 | 4 | 101 | 100 | -5 | 0.3 | -2 | 0 | 11
O=C(Nc1ccccc1-c1ccccc1)c1cc(C(F)(F)F)cc(C(F)(F)F)c1 | 106 | -4 | -7 | 2 | 106 | 107 | -8 | 0.1 | -10 | -7 | 12
COc1ccc(S(=O)(=O)N2CCOCC2)cc1NC(=O)CN1CCCC1 | 101 | -3 | -4 | 2 | 101 | 99 | -1 | 1.0 | -3 | -4 | 9
